Screens (PubChem)
HDAC3 inh = inhibitors of human histone deacetylase 3; recombinant HDAC3, fluorogenic peptide/trypsin coupled, fluorescence; inhibition, % at 8.3 µM; actives 0.15% (n = 320,000); in the data active = inhibition above about 26%, passing the limit was not always enough
KCNK9 inh = human KCNK9 channel inhibition; Q9NPC2; HEK293 KCNK9, FluxOR thallium flux fluorescence; hits give low values; B-score at 10 µM; actives 1.2% (n = 310,000); AID 488922;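 active = ratio B-score over 3 SD below the library mean, with starting fluorescence within 5 SD of its mean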;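 note: negative B-score means less thallium flux so channel inhibition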
Target sequence (Q9NPC2 whole entry, looked up): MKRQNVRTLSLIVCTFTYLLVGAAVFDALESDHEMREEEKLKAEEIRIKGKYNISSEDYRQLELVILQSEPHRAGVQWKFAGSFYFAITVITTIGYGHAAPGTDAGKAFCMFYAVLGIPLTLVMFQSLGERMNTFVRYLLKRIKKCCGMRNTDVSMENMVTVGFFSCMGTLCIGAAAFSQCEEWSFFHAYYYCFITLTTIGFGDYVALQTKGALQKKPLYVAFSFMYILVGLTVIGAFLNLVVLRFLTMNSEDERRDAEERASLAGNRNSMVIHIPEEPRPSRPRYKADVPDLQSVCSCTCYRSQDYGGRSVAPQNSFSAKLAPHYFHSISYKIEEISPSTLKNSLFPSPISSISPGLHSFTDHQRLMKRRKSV
Dyrk1A ADPGlo = blocks rat Dyrk1A kinase activity | Q63470 | ADP-Glo luminescence, NFATc1 peptide | inhibition, % at 12.5 µM | actives 0.43% (n = 310,000) | AID 504441; in the data active = inhibition above about 50%;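 note: plate controls were vehicle with enzyme for no effect and no enzyme for full effect; many of its hits are not listed in these tables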
GSK3 alpha inh = inhibitors of human GSK-3 alpha kinase; actives 0.1% (n = 320,000); AID 2650; ADP-Glo luminescence, 60 min; P49840; inhibition, % at 10 µM;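 in the data active = inhibition above about 50%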;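 note: GST-tagged GSK-3 alpha with peptide substrate and 25 µM ATP; 0% = DMSO neutral wells and 100% = GW8510 positive control wells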
KCNQ1 act = human KCNQ1 channel potentiation or activation. CHO-K1 KCNQ1, thallium flux FluxOR fluorescence; hits give high values. actives 0.35% (n = 310,000). B-score at 10 µM. AID 2648. P51787;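 active = fluorescence ratio B-score, a plate-corrected score, at least three library SD, with initial intensity B-score within 5 SD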
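Doses: Single concentration per compound, DMSO matched to controls | Test system: KCNQ1-transfected CHO-K1 cells | Timing: 90 min dye loading and 20 min compound exposure, both at room temperature | Measured by: Kinetic FluxOR thallium fluorescence, 10-s 1-Hz baseline, 110-s post-stimulus read | Medium: Assay buffer with matched DMSO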
RGS4 act = RGS4 potentiation or activation. B-score at 10 µM. HEK293 M3R/inducible RGS4, carbachol calcium flux Fluo4; hits give low values. actives 0.92% (n = 310,000). AID 463111;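 active = B-score of the integrated calcium signal more than 4 SD below the library mean, with starting fluorescence not abnormally high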;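 note: negative B-score means reduced calcium response which marks RGS4 activation or potentiation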
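Assay system: HEK293 FlpIn-TREx cells, stable M3R, doxycycline-inducible RGS4 / Probe or stimulus: carbachol, ECmax concentration / Times: overnight RGS4 induction, 30 min dye load 37 °C, 20 min compound RT / Signal: kinetic calcium fluorescence imaging with Fluo4-AM dye, 2 µM / Measure: Agonist-evoked peak-minus-minimum fluorescence over baseline, integrated ratio, B score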
PolyA inh = inhibitors of polyadenylation in S. cerevisiae | S. cerevisiae SKY197-pL101 polyadenylation reporter, beta-gal luminescence; efflux-impaired pdr1/pdr3 knockout yeast; score 100 = 6 SD above DMSO | calls only at 12 µM | actives 0.02% (n = 300,000);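 active = lowest replicate activity score at least 50, where 100 means six control SD above control mean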;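 note: yeast exposed to compound for 9 h at 30 °C; higher score means more reporter readthrough which indicates perturbed polyadenylation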
hERG rescue = shields human hERG channel from block by proarrhythmic agents | AID 1511 | activation (rescue from dofetilide block), less the hit threshold, % at 10 µM | Q12809 | CHO-hERG, FluxOR thallium flux, dofetilide IC70 present | actives 0.51% (n = 310,000);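 active = activation above the mean of controls blocked by dofetilide plus 5 SD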;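 note: thallium influx through hERG after potassium depolarization seen as dye fluorescence rise; in these data hits start at about 4.7%; inactives centre near -7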
KCNQ1 inh = blocks the human KCNQ1 potassium channel; CHO-K1 KCNQ1, FluxOR thallium flux fluorescence; hits give high values; B-score at 10 µM; actives 1.3% (n = 310,000); AID 2642;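 active = compounds whose thallium flux B-score, printed positive for inhibition, exceeds three library SD while starting fluorescence stays within three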;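 note: channel opened by potassium depolarization with thallium stimulus after 20 min compound exposure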
GSK3beta inhib = inhibitors of human GSK3beta kinase. P49841. GST-GSK3beta kinase, ADP-Glo luminescence, 60 min; hits give low values. activity score (negative = inhibition), % at 10 µM. actives 0.038% (n = 300,000). AID 2097;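 active = more than half of replicate wells score below -50%, meaning over 50% inhibition versus plate controls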;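 note: 0% = median DMSO wells and -100% = median GW8510 positive control wells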
Target sequence (P49841 whole entry, looked up): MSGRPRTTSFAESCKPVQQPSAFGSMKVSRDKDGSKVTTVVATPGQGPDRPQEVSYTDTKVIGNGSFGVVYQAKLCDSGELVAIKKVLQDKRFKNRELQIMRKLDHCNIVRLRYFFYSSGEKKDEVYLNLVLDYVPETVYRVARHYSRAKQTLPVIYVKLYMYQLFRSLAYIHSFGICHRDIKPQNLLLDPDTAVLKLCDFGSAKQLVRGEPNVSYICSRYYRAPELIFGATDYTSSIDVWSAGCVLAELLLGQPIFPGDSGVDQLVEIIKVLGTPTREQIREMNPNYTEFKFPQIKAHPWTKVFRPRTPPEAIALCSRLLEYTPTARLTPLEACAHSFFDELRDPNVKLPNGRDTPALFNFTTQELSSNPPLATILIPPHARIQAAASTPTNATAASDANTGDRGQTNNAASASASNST
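Assay system: GST-fused GSK3beta enzyme, cell-free / Medium: Tris pH 7.5 buffer with MgCl2, DTT, BSA, heparin / Also added: peptide substrate plus 25 µM ATP (final) / Compound: 10 µM single point / Timing: kinase reaction with compound 60 min at room temperature / Detection: ADP-Glo luminescence / Benchmarks: DMSO neutral wells and GW8510 at 20 µM as positive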
KCNK3 inh = human KCNK3 channel inhibition, primary screen. CHO-KCNK3 thallium flux, FluxOR fluorescence; hits give low values. B-score at 10 µM. actives 0.84% (n = 340,000);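 active = B-score under library mean minus 4 SD, starting fluorescence ratio at most library mean plus 5 SD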;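 note: more negative B-score means stronger inhibition of thallium flux through KCNK3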
Starred values were filed as active, the others as inactive; i = inactive; / = not tested or not shown.

SMILES,HDAC3 inh,KCNK9 inh,Dyrk1A ADPGlo,GSK3 alpha inh,KCNQ1 act,RGS4 act,PolyA inh,hERG rescue,KCNQ1 inh,GSK3beta inhib,KCNK3 inh
COc1cc(C)c(Cl)cc1S(=O)(=O)N(C)C,3.9,i,-2.1,-1.1,i,i,i,-10.8,i,3.1,i
CCn1cc(CN2CCCC(C(=O)Nc3cccc(-c4cc5ccccc5[nH]4)c3)C2)c(C)n1 (configuration not stated),6.2,i,5.0,-2.2,i,i,i,-21.2,i,3.6,i
CN1CCCN(S(=O)(=O)c2cccc(Cl)c2Cl)CC1,2.3,i,3.9,1.9,i,i,i,-11.2,i,-1.1,i
CC(C)N=C(Nc1cccnc1)c1ccccc1,11.9,i,-4.8,4.5,i,i,i,-5.2,i,-6.2,i
COc1cc(NC(=O)COc2ccccc2Cl)ccc1NC(=O)C(C)C,-2.5,i,-7.5,5.9,i,i,i,-16.5,i,-0.7,i
Cc1c(N=Cc2cc(Br)cc(Br)c2O)cccc1C(=O)O,3.6,i,-2.4,-3.6,10*,i,i,-24.7,i,1.0,i
CNC(=O)c1ccccc1NC(=O)C1CC(=O)N(C(C)C)C1 (configuration not stated),-0.5,i,-4.1,1.4,i,i,i,-8.3,i,0.1,i
COc1cc2c(cc1OC)CN(C(=O)Nc1ccccc1)CC2,-4.4,i,-1.6,-0.2,i,i,i,-8.5,i,5.9,i
CCCCN1C2=C(C(=O)CCC2)C(c2ccc(Cl)c(Cl)c2)C2=C1c1ccccc1C2=O (configuration not stated),23.5,i,-9.2,-0.5,i,i,i,-9.4,i,1.8,-9.89*
COc1ccc(C2(CN(C(C)=O)C(C)=O)CCCC2)cc1OC,-3.6,i,4.9,0.6,i,i,i,-9.8,i,5.3,i
COc1ccc(-c2cn3cccnc3n2)cc1F,-26.7,i,0.0,3.7,i,i,i,-4.8,i,2.1,i
COc1ccccc1NC(=O)CN1CCN(CC(=O)Nc2cc(C)ccc2OC)CC1,/,i,-1.8,/,i,i,i,-7.4,i,1.6,i
COc1ccc(CCNC(=O)c2nnn(CC(=O)Nc3ccccc3)c2N)cc1OC,-2.8,i,2.5,-1.3,i,i,i,-3.0,i,-0.6,i
COc1ccccc1NS(=O)(=O)c1cc(NC(=O)c2ccncc2)ccc1N1CCCC1,12.3,i,0.7,-1.9,i,i,i,-5.9,i,4.6,i
CCn1c(Cc2cccs2)nnc1SCC(=O)Nc1ccc(OC)c(OC)c1,0.0,i,4.8,4.1,i,i,i,-2.6,i,3.5,i
CC1(C)CCCN(C(=O)c2coc(=O)c(Br)c2)C1,/,i,-1.9,/,i,i,i,-9.1,i,0.1,i
CCC(C)C(NC(=O)OC(C)(C)C)C(=O)NC(Cc1ccccc1)C(=O)OC (configuration not stated),-1.2,i,-6.7,/,i,i,i,-7.4,i,1.2,i
CC(C)CC(=O)N1CCN(C(=O)CCC2CCCC2)CC1,-0.8,i,3.3,0.8,i,i,/,-2.4,i,-2.1,i
CC(=O)Cc1cc2cc([N+](=O)[O-])ccc2oc1=O,0.6,i,/,-0.9,i,i,i,-11.3,i,8.3,i
NS(=O)(=O)c1ccc(CCNC(=O)CSc2ccccc2)cc1,1.2,i,-0.4,-1.9,i,i,i,-5.9,i,-1.1,i
CN(C)CCNc1nc2c(c(=O)[nH]c(=O)n2C)n1CCCc1ccccc1,-4.2,i,7.9,2.5,i,i,i,-11.6,i,-1.3,i
COc1ccc(CCNC(=O)CSCc2ccc([N+](=O)[O-])cc2)cc1OC,-5.0,i,-1.9,0.1,i,i,i,-8.4,i,-18.5,i
C=CCn1c(Cc2cccs2)nnc1SCC(=O)c1cccc(Br)c1,-1.0,i,4.7,-4.3,i,i,i,-16.6,i,-0.7,i
Cc1c(C(=O)N2CCC(Cc3ccccc3)CC2)cccc1[N+](=O)[O-],14.2,i,0.4,-1.8,i,i,i,-8.6,i,2.1,i
COCCSc1ccccc1C(=O)Nc1ccccc1C(C)C,-0.4,i,1.5,0.4,i,i,i,-23.7,i,1.6,i
CC(C)(c1ccccc1)c1ccc(OCCCNCCO)cc1,3.9,i,1.1,3.4,i,i,/,-10.9,i,/,i
O=C(Nc1cccnc1)c1ccc(NS(=O)(=O)c2cc([N+](=O)[O-])ccc2Cl)cc1,-8.6,i,1.1,-4.7,i,i,i,-7.2,i,0.5,i
CN1C(=S)SC(N(O)C(=O)NC2CCCCC2)C1(C)C (configuration not stated),-0.2,i,-4.5,0.2,i,i,i,-4.0,i,1.2,i
COC(=O)c1ccc(C(=O)OC)c(NC(=S)N2CCN(c3ccc(F)cc3)CC2)c1,3.2,i,/,-3.1,i,i,i,-11.1,i,0.7,i
CC1=NCCN1CCNC(=O)Nc1ccc(F)cc1,-1.4,i,-5.8,0.6,i,i,i,-7.0,i,-10.1,i
Cc1ccccc1C(=O)N1CCN(c2ccc(NC(=O)c3ccc4c(c3)OCO4)cc2)CC1,-4.1,i,-5.0,-1.4,i,i,i,-15.7,i,-1.0,i
CN(C)C(=O)c1ccc(Nc2ncnc3sc4c(c23)CCCCC4)cc1,3.2,i,28.3,1.9,i,i,i,-2.7,i,-0.1,i

Entries of single compounds, looked up by structure. Order of screens: HDAC3 inh, KCNK9 inh, Dyrk1A ADPGlo, GSK3 alpha inh, KCNQ1 act, RGS4 act, PolyA inh, hERG rescue, KCNQ1 inh, GSK3beta inhib, KCNK3 inh
CN1C(=S)SC(N(O)C(=O)NC2CCCCC2)C1(C)C (configuration not stated) is listed as -0.2, i, -4.5, 0.2, i, i, i, -4.0, i, 1.2, i
CC1=NCCN1CCNC(=O)Nc1ccc(F)cc1 is listed as -1.4, i, -5.8, 0.6, i, i, i, -7.0, i, -10.1, i

(continued)
SMILES,HDAC3 inh,KCNK9 inh,Dyrk1A ADPGlo,GSK3 alpha inh,KCNQ1 act,RGS4 act,PolyA inh,hERG rescue,KCNQ1 inh,GSK3beta inhib,KCNK3 inh
COCCN(C(=O)COC(=O)/C(=C/c1ccccc1)NC(C)=O)c1c(N)n(Cc2ccccc2)c(=O)[nH]c1=O,1.6,i,7.2,/,i,i,i,0.2,i,-2.2,i
Cc1nc2c(N=Nc3ccccc3F)c(N)nn2c(N)c1C#N,2.5,i,/,-0.7,i,i,i,-3.6,i,-0.7,i
CC(C)NC(=O)c1onc(CSc2cccc3ccccc23)c1C(=O)O,7.4,i,-1.8,-5.4,i,i,i,-14.4,i,4.1,i
CCCOc1ccccc1/C=C(\C#N)C(=O)Nc1cccnc1,1.5,i,/,-2.5,i,i,i,-13.7,i,-2.0,i
CCC(/C=N/NC(=O)C(=O)N/N=C/C(CC)CC)CC,/,i,1.4,-1.5,i,i,i,-7.4,i,0.5,i
COc1ccc(Cl)cc1N1C(=O)CC(Sc2ccccc2N)C1=O (configuration not stated),4.4,i,-1.6,2.4,i,i,i,-11.2,i,3.4,i
COc1cc(/C=N/NS(=O)(=O)c2ccc(C)c([N+](=O)[O-])c2)ccc1O,0.9,i,/,-1.0,i,i,i,-8.3,i,-3.0,i
CN1C(=O)C2C3c4ccccc4C(c4ccccc43)[C@@H]2C1=O (some centres not stated),-0.6,i,-1.0,-1.0,i,i,i,-5.5,i,-1.9,i
COc1ccc(Nc2nc(C)cc(=O)[nH]2)c(OC)c1,-13.0,i,/,-4.1,i,i,i,-4.3,i,2.3,i
COc1ccc(-c2nnn(CC(=O)N(CC(=O)NC3CCCC3)c3ccccc3F)n2)cc1OC,-1.9,i,-4.8,-0.8,i,i,i,-8.6,i,2.8,i
CCCCN1CCNC[C@@H]1Cc1ccccc1,-0.9,i,2.3,0.9,i,i,i,-11.0,i,1.5,i
NNC(=O)CSc1cccc2cccnc12,-0.6,i,-4.3,-1.3,i,i,i,-6.0,i,2.6,i
CCOC(=O)Cn1nnc(-c2cc(OC)c(OC)c(OC)c2)n1,3.1,i,/,-2.8,i,i,i,-18.9,i,0.5,i
O=C(Cn1cnc2ccccc2c1=O)NCCC(=O)Nc1ccc2c(c1)OCO2,2.0,i,/,-1.9,i,i,i,-9.1,i,2.5,i
COc1ccc(C(=O)/C=C2/Sc3cc4c(cc3N2C)OCO4)cc1,/,i,0.0,-1.5,i,i,i,-7.1,i,-3.0,i
Cc1ccc(CNC(=O)C2CCN(S(=O)(=O)N3CCC4(CC3)OCCO4)CC2)cc1,-12.1,i,-0.3,1.0,i,i,i,-7.5,i,1.7,i
CCOC(=O)C1C(c2ccc(OC)c(OC)c2)c2c([nH][nH]c2=O)CC1(C)O (configuration not stated),-2.9,i,4.3,0.3,i,i,i,-7.3,i,-0.9,i
Cc1sc(N2CCN(S(=O)(=O)c3ccc4c(c3)NC(=O)CO4)CC2)nc1-c1ccccc1,-4.2,i,-4.8,2.2,i,i,i,-7.1,i,-0.9,i
O=C1CSC(c2ccccc2O)N1Cc1ccccc1 (configuration not stated),-2.7,i,-3.8,-1.0,i,i,i,0.7,i,-0.9,i
CCCCN(CC)C(=O)Cn1ncc2c3ccccc3n(CCC)c2c1=O,0.7,i,3.5,-2.1,i,i,i,-6.8,i,1.9,i
NS(=O)(=O)c1ccc(NC(=O)c2ccc3c(c2)CCN3S(=O)(=O)c2ccccc2)cc1,-2.6,i,-0.5,-0.4,i,i,i,-2.8,i,-1.3,i
CN(C)/C=C(/C(=O)c1ccccc1Cl)S(=O)(=O)c1ccccc1,4.5,i,-0.1,-3.9,i,i,i,-16.0,i,4.5,i
Cc1ccccc1NC(=O)C(C)OC(=O)c1ccccc1C(=O)N(C)c1ccccc1 (configuration not stated),4.9,i,1.7,-2.7,i,i,i,-14.6,i,-0.9,i

Not all compounds are listed (hit frequency here may not be typical).
